Bim-Bcl-B: inhibitors of Bim-Bcl-B binding, primary screen, biochemical, multiplexed, human Bcl-2 family; bead-based flow cytometry, Bim peptide-Bcl-B binding; 190,000 compounds, 0.073% hits; AID 951, 2007; inhibition, % at 10 µM;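 also: 0% = tracer peptide without compound and 100% = reference inhibitor peptide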
ABCB1 inh: ABCB1 efflux pump inhibitors, primary screen, cell-based, multiplex, flow cytometry, ABCG2 counter-screen | CCRF-Adr cells, JC-1 efflux | inhibition, % at 6.6 µM | 190,000 compounds, 0.067% hits; in the data active = inhibition above about 40%;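 also: 0% = vehicle and 100% = reference inhibitor; higher value means more JC-1 retained so stronger ABCB1 efflux block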
Target sequence (P08183 whole entry, looked up): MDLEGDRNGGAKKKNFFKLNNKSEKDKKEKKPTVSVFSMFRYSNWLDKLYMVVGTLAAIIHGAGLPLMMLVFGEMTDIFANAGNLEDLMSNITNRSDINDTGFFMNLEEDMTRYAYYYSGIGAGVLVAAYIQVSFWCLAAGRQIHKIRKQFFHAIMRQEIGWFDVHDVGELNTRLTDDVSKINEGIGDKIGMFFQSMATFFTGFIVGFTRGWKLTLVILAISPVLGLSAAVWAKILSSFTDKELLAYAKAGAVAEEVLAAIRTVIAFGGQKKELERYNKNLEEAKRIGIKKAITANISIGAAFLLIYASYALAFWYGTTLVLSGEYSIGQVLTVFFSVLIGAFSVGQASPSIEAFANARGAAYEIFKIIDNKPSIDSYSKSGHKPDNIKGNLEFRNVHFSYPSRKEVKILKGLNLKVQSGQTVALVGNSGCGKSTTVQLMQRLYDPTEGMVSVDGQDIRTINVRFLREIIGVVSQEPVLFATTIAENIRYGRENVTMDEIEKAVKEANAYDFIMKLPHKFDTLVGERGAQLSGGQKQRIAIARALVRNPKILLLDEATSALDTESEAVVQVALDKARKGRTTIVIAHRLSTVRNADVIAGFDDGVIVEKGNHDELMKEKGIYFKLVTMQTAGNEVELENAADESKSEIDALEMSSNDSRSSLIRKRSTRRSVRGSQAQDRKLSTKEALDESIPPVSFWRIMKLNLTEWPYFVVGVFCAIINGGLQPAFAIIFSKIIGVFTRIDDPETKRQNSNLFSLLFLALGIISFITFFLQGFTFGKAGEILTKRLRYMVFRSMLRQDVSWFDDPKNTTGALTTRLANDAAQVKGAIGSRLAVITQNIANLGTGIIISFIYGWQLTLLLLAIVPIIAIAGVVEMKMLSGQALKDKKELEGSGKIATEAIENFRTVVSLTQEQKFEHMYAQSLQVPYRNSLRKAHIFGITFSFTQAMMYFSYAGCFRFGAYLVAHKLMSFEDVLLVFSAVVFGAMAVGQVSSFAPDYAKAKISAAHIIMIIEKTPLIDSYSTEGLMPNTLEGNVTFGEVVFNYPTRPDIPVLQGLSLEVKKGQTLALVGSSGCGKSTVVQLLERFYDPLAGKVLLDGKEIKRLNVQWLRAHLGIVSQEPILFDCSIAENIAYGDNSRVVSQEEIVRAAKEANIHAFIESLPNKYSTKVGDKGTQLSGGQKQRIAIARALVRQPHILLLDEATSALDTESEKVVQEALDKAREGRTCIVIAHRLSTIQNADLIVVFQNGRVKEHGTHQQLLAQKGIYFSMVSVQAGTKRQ
GSH fluor: compound fluorescence on glutathione beads, profiling panel, artefact control, biophysical, 488/530 nm, flow cytometry. GSH beads flow cytometry, compound fluorescence 488/530 nm; hits give high values. fluorescence (KMESF) at 10 µM. 190,000 compounds, 0.25% hits; in the data active = fluorescence above about 89;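 also: glutathione beads carrying GST-tagged Bcl family fusion proteins plus one bare bead set; values are compound well signal with DMSO vehicle wells as background; inactives centre near 16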
Bim-Bcl-W: inhibitors of Bim binding to Bcl-W, primary screen, biochemical, multiplexed, bead-based flow cytometry; 190,000 compounds, 0.02% hits; AID 952, 2007; Bcl-2-like protein 2 (Homo sapiens), Q92843; inhibition, % at 10 µM; Bim peptide-Bcl-W binding;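 also: 0% = bound tracer without compound and 100% = peptide blocker; higher means less fluorescent Bim peptide bound to Bcl-W beads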
Bim-Bfl-1: inhibitors of Bim binding to Bfl-1, primary screen, biochemical, multiplexed, bead-based flow cytometry; Bcl-2-related protein A1 (Homo sapiens), Q16548; Bim-Bfl-1 binding inhibition; inhibition, % at 10 µM; 190,000 compounds, 0.12% hits; AID 1008, 2008;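 also: 0% = wells without compound plus tracer and 100% = blocker peptide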
Avidin bead fluor: green autofluorescence of compounds with avidin beads – biophysical, 488/530 nm, flow cytometry, artefact control, profiling panel; AID 1775, 2009; fluorescence (KMESF) at 10 µM; 220,000 compounds, 0.38% hits; compound fluorescence 488/530 nm; hits give high values; in the data active = fluorescence above about 47; also: inactives centre near 10
Bcl-XL Bim block: inhibitors of Bim-Bcl-XL binding, primary screen, biochemical, multiplexed, bead flow cytometry, human Bcl-XL; Bcl-2-like protein 1 (Homo sapiens), Q07817; inhibition, % at 10 µM; 190,000 compounds, 0.04% hits; Bim peptide-Bcl-XL binding, fluorescence
Bim-Bcl-2: inhibitors of Bim-Bcl-2 binding, primary screen, biochemical, multiplexed, human Bcl-2 family; 190,000 compounds, 0.06% hits; inhibition, % at 10 µM; AID 950, 2007; Bead-based flow cytometry, Bim peptide-Bcl-2 binding; Apoptosis regulator Bcl-2 (Homo sapiens), P10415; in the data active = inhibition above about 40%; inconclusive = no clear call, values can overlap the other calls;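 also: 0% = no compound wells with probe peptide and 100% = reference peptide inhibitor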
RGS7-Gao: RGS7-Galphao binding modulators, primary screen, biochemical, multiplexed bead flow cytometry; binding response (% of control), % at 10 µM; actives lie on both sides; Guanine nucleotide-binding protein G(o) subunit alpha (Homo sapiens), P09471; AID 1439, 2008; 220,000 compounds, 0.35% hits; in the data active = binding response below about 49% or above about 150%; inconclusive = no clear call, values can overlap the other calls; inactive = in between;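 also: fluorescent Galphao held in activated GDP-AlF4 state binding bead-coupled RGS7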
ABCG2 block: ABCG2 efflux pump inhibitors, primary screen, multiplex with ABCB1, IgMXP3 cells, flow cytometry; 190,000 compounds, 0.1% hits; JC-1 efflux; Broad substrate specificity ATP-binding cassette transporter ABCG2 (Homo sapiens), Q9UNQ0; inhibition, % at 6.6 µM;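 active = inhibition above 80%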;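 also: 0% = DMSO and 100% = nicardipine control wells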
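Test system: ABCG2 IgMXP3 and barcoded ABCB1 CCRF-Adr cell mix; Schedule: cells with compound and JC-1, 10 min at 25 °C, rotating, no wash; Technique: flow cytometry of retained JC-1 fluorescence; Measure: % inhibition of efflux relative to nicardipine and DMSO; Controls: nicardipine high and DMSO low controls.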
RGS4-Gao reg: modulators of RGS4 binding to Galphao, primary screen, biochemical, multiplexed bead flow cytometry; Guanine nucleotide-binding protein G(o) subunit alpha (Homo sapiens), P09471; actives lie on both sides; binding response (% of control), % at 10 µM; 220,000 compounds, 0.33% hits; AID 1415, 2008; in the data active = binding response below about 49% or above about 150%; inactive = in between;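 also: fluorescent Galphao activated with aluminum fluoride binding bead-coupled RGS4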
Active calls of the source: *; ? = inconclusive; . = no result given; & = joins results of further samples; [ ] = dose if it differs, or a comment. Rule as the data show it, unless noted: active = inhibition above about 40%.

SMILES	Bim-Bcl-B	ABCB1 inh	GSH fluor	Bim-Bcl-W	Bim-Bfl-1	Avidin bead fluor	Bcl-XL Bim block	Bim-Bcl-2	RGS7-Gao	ABCG2 block	RGS4-Gao reg
Cc1ccc(S(=O)(=O)N/N=C\c2ccc(C)o2)cc1	-4	0.1	15	3	-6	15	-1	0	90	0	93
CC(C(=O)N1CCN(C=O)CC1)N1C(=O)c2ccccc2C1=O (stereo unspecified)	-2	0.3	70	-2	-4	8	0	-4	103	0	100
O=C(Cc1ccc([N+](=O)[O-])cc1)N1CCCCCC1	-4	0.8	31	1	-2	21	0	-1	102	1	103
Cc1ccc(-c2cccc(OC(=O)c3ccccc3F)c2)cc1	0	0.8	8	0	-2	9	-1	-2	99	2	102
Cc1noc(C)c1COc1ccc(C(=O)Nc2ccccc2)cc1	-3	0.1	10	0	-2	12	-1	0	98	2	100
Cc1cc(=O)[nH]c(COc2ccccc2)n1	0	0.4	40	0	1	9	3	2	97	3	101
COC(=O)c1c(NC(=S)Nc2ccc(F)cc2[N+](=O)[O-])sc2c1CCCCC2	-13	-0.1	11	-25	2	10	-11	-5	101	0	103
O=C(O)CCCCCNCc1ccncc1	-9	1.4	21	-1	-20	25	-6	-10	108	6	106
COc1ccc(CCNC(=O)C2CCN(c3nn4c(=O)cc(C)nc4s3)CC2)cc1OC	0	0.0	15	0	2	11	3	5	100	0	95
CSc1ccccc1C(=O)C1CCCN(Cc2c(C)n(C)n(-c3ccccc3)c2=O)C1 (stereo unspecified)	-3	0.1	11	-2	-7	3	-3	-5	98	-1	96
Cc1cccc(C(=O)Oc2csc(=S)n2C(=O)c2cccc(C)c2)c1	-12	-0.6	16	-3	0	7	-7	-2	98	-2	98
C/C(=N\NC(N)=O)c1ccccc1	-1	-0.3	11	1	-3	9	-1	-1	94	0	99
c1ccc2c(NC3C4CC5CC(C4)CC3C5)nc(N3CCOCC3)nc2c1 (stereo unspecified)	-8	0.0	9	-1	-2	19	-2	0	100	2	103
COc1cc(S(=O)(=O)NCc2cccnc2)ccc1F	-3	0.2	5	-2	-9	8	-5	0	104	1	104
Cc1ccc(Cc2cncc(O)c2)cc1S(=O)(=O)O	-7	-0.2	39	0	-13	13	-5	-7	100	-1	101
Cc1ccc(/C=N/N2CCN(Cc3ccccc3)CC2)o1	0	-0.3	24	3	5	2	-2	2	104	-1	103
CCSC1=NCCN1S(=O)(=O)c1ccc2ccccc2c1	-5	2.4	20	-4	-5	6	-3	-4	93	6	98
Cc1nn(-c2ncc(C(F)(F)F)cc2Cl)c(=O)n1-c1ccc(F)cc1	0	-0.5	17	-3	4	10	-3	-2	95	-1	99
Cc1ccc(CN2CCN(Cc3cccc(-n4cccn4)c3)CC2CCO)cc1 (stereo unspecified)	-3	2.2	15	1	-6	7	-3	-1	108	1	109
CN(Cc1cnn(-c2ccc(F)cc2)c1)Cc1nc(Cc2ccccc2)no1	-5	0.1	14	-5	0	7	-7	-3	103	0	100
CC(C)(C)c1cc(-c2nc(N)nc(N)n2)cc(C(C)(C)C)c1	-9	0.4	9	-6	-4	4	-8	-7	96	2	98
Cc1cnccc1CN(C)Cc1nc(Cc2ccccc2Cl)no1	-1	0.7	10	-1	-3	9	-2	0	106	2	103
O=C(OCCN1C(=O)c2cccc3c(N4CCOCC4)ccc(c23)C1=O)c1ccc(Cl)cc1	-12	5.5	16	-1	-3	22	1	-3	103	10	100
COc1cc(C(=S)N2CCOCC2)ccc1OS(=O)(=O)c1ccccc1[N+](=O)[O-]	-13	2.1	9	-11	-1	12	-10	-5	117	13	116
COCCCNC(=S)Nc1ccc2c(c1)OCCO2	-6	-0.1	12	-2	-3	5	-5	-7	85	0	84
SMILES	Bim-Bcl-B	ABCB1 inh	GSH fluor	Bim-Bcl-W	Bim-Bfl-1	Avidin bead fluor	Bcl-XL Bim block	Bim-Bcl-2	RGS7-Gao	ABCG2 block	RGS4-Gao reg
Cc1cccc(C(C(N)=O)c2ncc(C(F)(F)F)cc2Cl)c1 (stereo unspecified)	0	0.4	15	0	-6	6	0	0	104	0	101
CCN(CC)c1ccc(SS(=O)(=O)O)cc1	-3&7	0.6&0.7	20&17	0&20	4&2	15&17	-3&11	2&-10	98&95	0&2	99&99
C/C(=N\NC(=O)c1ccccc1[N+](=O)[O-])c1c(O)cc(C)oc1=O	-11	0.2	18	-1	-10	12	-5	-13	101	3	101
Cc1ccc(Cn2nc(C)c(NC(=O)CSc3n[nH]c(C)c3[N+](=O)[O-])c2C)cc1	-4	1.5	6	-3	0	2	-1	1	101	10	101
Cc1cccc(/C=N/NC(=O)c2ccc(Br)cc2)c1	-4	-0.4	9	-2	-1	2	-4	-1	99	0	100
COc1ccc(NC(=O)c2sc(NC(=O)COc3ccccc3)nc2C)cc1	-4	0.0	59	4	-12	10	13	-1	110	1	109
Cn1c(=O)c2c(nc(N3CCCCCC3)n2CC(=O)c2ccc(Br)cc2)n(C)c1=O	-3	0.1	11	2	-9	11	-3	-3	101	0	101
CCCNC(=O)COc1nc2ccccc2nc1N1CCOCC1	0	0.6	12	-3	-2	2	-2	-1	99	4	97
COc1ccc(C2CC(c3ccccc3)n3nc(NC(=O)c4cccs4)nc3N2)cc1 (stereo unspecified)	-3	.	17	4	-4	4	-1	-3	110	.	112
O=C(CSc1nc(O)cc(=O)n1-c1ccccc1)Nc1ccccn1	-2	0.6	8	0	-4	14	-1	0	96	1	98
O=C(c1cc(S(=O)(=O)N2CCC3(CC2)OCCO3)ccc1F)N1CCCCC1	-4	0.9	16	-1	-5	12	-4	-2	96	0	100
O=C(Nc1nnc(C(F)(F)F)s1)c1ccc(N2C(=O)C3C4C=CC(C4)C3C2=O)cc1 (stereo unspecified)	1	0.1	11	3	4	3	3	4	106	3	90
Cc1nnnn1-c1cccc(C(=O)O)c1	-7	0.5	12	0	-7	17	-2	-9	108	1	98
CC(C)(C)c1cc(C(=O)NCc2ccccc2)ccn1	-1	-0.2	16	-1	-3	23	0	0	117	-1	110
Cc1c(Cl)cccc1NC(=O)CCC(=O)NNC(=O)c1ccccc1Cl	0	0.5	8	0	0	35	1	-5	99	1	101
COc1ccc(NC(=O)C(C/C=C(/C)Cl)C(C)=O)cc1 (stereo unspecified)	-5	0.5	25	-6	0	4	-6	-9	100	4	96
CCOC(=O)N1CCN(C(=O)CCc2c(C)nc3c(c(C)nn3-c3ccc(C)c(C)c3)c2C)CC1	-7	5.2	32	0	-12	19	-5	-5	94	13	96
NS(=O)(=O)c1cccc(NC(=O)Cc2ccc(Cl)c(Cl)c2)c1	-2	1.1	14	0	-4	12	-3	-2	167*[activator]	3	156*[activator]
CCSc1nc2ccccc2n1CCC(=O)O	0	0.5	16	0	0	11	2	0	98	2	102
CCOc1ccc(C(=O)NCC(=O)OCC(=O)Nc2ccccc2OC)cc1	-9	1.1	21	0	-12	15	-7	-9	105	8	104
CC(O)CN=c1cc(-c2ccccc2)oc2ccc(Cl)cc12 (stereo unspecified)	0	0.7	24	-2	1	7	-1	-1	114	5	114
C=C(C)CSCc1nc2ccccc2[nH]1	2	-0.1	25	4	2	7	3	6	100	20	105
Cc1ccc(N2C(=O)CC(Sc3ccccc3C(=O)O)C2=O)cc1C (stereo unspecified)	-2	0.6	16	0	-7	9	-1	-1	?	5	103
O=C(NCc1ccncc1)C1CCCN(S(=O)(=O)Cc2ccccc2)C1 (stereo unspecified)	-5	0.6	20	-4	-21	32	-12	-15	99	34	101
COc1ccc(-c2nc(Cc3ccc(Cl)cc3)no2)cc1OC	-1	1.8	18	-2	-3	28	0	-2	98	5	96
SMILES	Bim-Bcl-B	ABCB1 inh	GSH fluor	Bim-Bcl-W	Bim-Bfl-1	Avidin bead fluor	Bcl-XL Bim block	Bim-Bcl-2	RGS7-Gao	ABCG2 block	RGS4-Gao reg
Cc1cc(Cl)c(S(=O)(=O)NC2CCCCC2)cc1OCC(=O)Nc1nncs1	-7	-0.3	22	2	-24	28	-7	-7	99	20	100
S=C(NCCCN1CCOCC1)Nc1ccc(N2CCOCC2)cc1	-5	0.1	11	-2	-4	11	-2	0	100	-1	103
Cc1ccc(N(C(=O)c2csnn2)C(C(=O)NC(C)(C)C)c2cccs2)cc1 (stereo unspecified)	-9	0.5	13	-1	-10	6	-6	-8	103	-3	102
O=[N+]([O-])c1ccc(/C=N/n2c(C3CCCCC3)n[nH]c2=S)cc1	-8	0.0	9	-1	4	31	-2	0	113	1	103
Cc1n[nH]c(C)c1CCOc1ccc(C(C)C)cc1	3	0.2	17	-1	0	25	-1	-2	92	3	95
COc1ccc(NC(=S)N(C)CC2COc3ccccc3O2)cc1 (stereo unspecified)	-1	1.0	12	-1	-5	9	-3	-3	?	9	99
O=c1[nH]c2cc(Cl)c([N+](=O)[O-])nc2[nH]1	-9	1.0	11	-3	-8	11	-6	-8	103	2	101
COCCN(C(=O)c1ccccc1F)c1c(N)n(Cc2ccccc2)c(=O)[nH]c1=O	-2	0.2	11	-2	-1	10	-1	-3	97	0	92
O=C(CSc1n[nH]c(-c2ccc(Cl)cc2Cl)n1)Nc1ccccn1	2	0.3	24	-1	0	14	-1	3	102	4	100
c1ccc(-n2nnnc2-n2cnc3ccccc32)cc1	-1	0.7	14	-1	0	39	-1	-2	106	3	107
CC1Oc2ccccc2N(CC(=O)Nc2ccc3c(c2)OCCO3)C1=O (stereo unspecified)	-4	0.7	40	1	-13	7	-6	-7	105	1	105
CCn1c(CNc2ccc(OC)cc2)nnc1SCC(=O)N1CCCc2ccccc21	-4	1.0	6	1	-6	8	-1	-2	102	4	100
O=C(CN1CCN(c2ccccc2F)CC1)c1c[nH]c2ccc(F)cc12	-5	0.6	17	0	-11	7	-7	-8	100	4	101
CSC1=C(C#N)C(CC(C)C)C(C(C)=O)=C(C)N1 (stereo unspecified)	-6	0.6	42	-1	-11	5	-11	-5	94	4	95
O=C1c2ccccc2C(=O)N1c1ncccn1	-6	0.2	29	0	-7	8	5	-8	102	-1	99
O=C(/C=C/c1ccccc1)CC(O)(c1ccccc1)C(F)(F)C(F)F (stereo unspecified)	-6	1.0	8	-3	-2	11	-5	0	100	5	97

From PubChem BioAssay
